M1AAP inhibition: malaria alanyl aminopeptidase activity blockers – biochemical, fluorogenic H-Leu-NHMec substrate, 1536-well (AID 1445); 220,000 compounds, 0.42% hits; inhibition, % at 30 µM; hits with a dose series show IC50 in µM; recombinant M1AAP, H-Leu-NHMec fluorogenic kinetic assay; higher % means a stronger effect;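 active = primary inhibition above the hit cutoff, then over 50% inhibition at one or more dose response concentrations, cut at about 23% in these data, passing the limit was not always enough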;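 note: plate controls were DMSO full reaction for no effect and no enzyme background for full effect; strong numbers were not always called active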
PMI inhibitors: MPI enzyme activity inhibition – biochemical, fluorescence intensity, coupled assay, primary screen (AID 1209). purified PMI enzyme, coupled fluorescence intensity; higher % means a stronger effect. inhibition, % at 20 µM, or IC50 in µM where a hit was titrated. 190,000 compounds, 0.42% hits;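 note: plate controls were DMSO vehicle for no effect and wells lacking substrate for full effect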
Yfh1-off respiration: enhancers of respiration in Yfh1-depleted yeast, dose response, Friedreich's ataxia, plus single-dose screen (AID 1465); S. cerevisiae Yfh1-off respiration, WST-1 reduction, 72 h; higher fold induction means a stronger effect; one-dose fold induction at 50 µM; EC50 in µM for titrated hits; 220,000 compounds, 0.074% hits;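 active = fold induction of absorbance versus untreated yeast above a set limit, then at least 30% activation at any dose in follow-up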;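 note: activators that raise dye reduction in frataxin-depleted yeast; strong numbers were not always called active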
human PMI inhibitors: MPI inhibition at elevated mannose 6-phosphate – biochemical, fluorescence intensity, high mannose 6-phosphate, primary screen (AID 1220). recombinant PMI enzyme, coupled fluorescence intensity; higher % means a stronger effect. inhibition, % at 20 µM; hits with a dose series show IC50 in µM. 190,000 compounds, 0.66% hits
TNAP activators: human TNAP enzyme activators, primary screen, biochemical, luminescent, no phosphate acceptor, uHTS (AID 1001); 200,000 compounds, 0.03% hits; activation fold at 20 µM, or EC50 in µM where a hit was titrated; purified TNAP, luminescent activation assay, no phosphate acceptor; higher activation fold means a stronger effect; in the data active = activation fold from about 3, or a potency from the dose series; inactive = the rest, 99 in 100 with activation fold below about 1.6; note: many of its hits are not listed in these tables
P. falciparum M17LAP: P. falciparum M17LAP inhibitors, primary screen, biochemical, fluorogenic H-Leu-NHMec substrate, 1536-well (AID 1619) | 220,000 compounds, 0.38% hits | recombinant M17LAP, H-Leu-NHMec fluorogenic kinetic assay; higher % means a stronger effect | one-dose inhibition, % at 30 µM; IC50 in µM for titrated hits;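 active = compound inhibiting the enzyme by more than half at any dose during confirmatory dose-response retesting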;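 note: plate controls were full reaction with DMSO carrier for no effect and no enzyme background for full effect; strong numbers were not always called active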
WT yeast gro inh: growth inhibition of WT yeast, mitochondrial fusion screen; inhibition, % at 10 µM; 190,000 compounds, 2.1% hits; mitochondrial fusion phenotypic screen, WT strain; in the data active = inhibition above about 58%; tested in S. cerevisiae
LYP phosphatase: PTPN22 lymphoid phosphatase activity blockers – biochemical, fluorescence intensity, uHTS (AID 1779); recombinant LYP phosphatase, fluorescence intensity; higher % means a stronger effect; one-dose inhibition, % at 11.5 µM; IC50 in µM for titrated hits; 290,000 compounds, 0.054% hits;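 note: plate controls were vehicle with enzyme for no effect and no enzyme for full effect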
XIAP displacement: XIAP antagonists, biochemical, IAP family, fluorescence polarization (AID 1018); XIAP BIR domain, fluorescence polarization peptide displacement; higher % means a stronger effect; one-dose displacement, % at 20 µM; IC50 in µM for titrated hits; 200,000 compounds, 0.007% hits; in the data active = displacement above about 50%; note: a part of the inactive calls stands beside numbers as strong as those of hits
WT yeast gro inh mutant strain: recorded beside WT yeast gro inh, whose call it bears; inhibition, %; mitochondrial fusion phenotypic screen, mutant strain inhibition
* marks the source's active call; other numbers are inactive results; i = inactive; x = not tested or not shown. Cut-off read from the data, not from the text of the source, unless noted: active = inhibition above about 50%; inactive = the rest.

SMILES	M1AAP inhibition	PMI inhibitors	Yfh1-off respiration	human PMI inhibitors	TNAP activators	P. falciparum M17LAP	WT yeast gro inh	WT yeast gro inh mutant strain	LYP phosphatase	XIAP displacement
O=C1CCC(C(=O)OCc2c(Cl)cccc2Cl)N1 (stereo not given)	2%	4%	i	-3%	1.2	-3%	14	10	16%	-2.5%
COc1cccc(COc2ccccc2C2Nc3ccc(Br)cc3C(=O)N2NC(=O)c2ccncc2)c1 (stereo not given)	13%	11%	x	10%	1	-6%	-16	-5	-4%	-3.9%
Cc1ccc(Cl)cc1NC(=O)C(=O)N1CCCCC1	9%	-6%	i	2%	1	9%	-14	-6	-2%	-6.3%
O=C(/C=C/c1ccc(O)c(O)c1)OC1C(O)CC(OC(=O)/C=C/c2ccc(O)c(O)c2)(C(=O)O)CC1O (stereo not given)	8%	x	i	x	x	39%	x	x	3%	x
CC1(O)c2ccccc2C(=O)N1Cc1ccccc1 (stereo not given)	-1%	10%	i	8%	1.1	20%	41	5	-7%	-2.7%
Nc1nc(CN2CCN(c3ccccc3F)CC2)nc(N2CCCc3ccccc32)n1	0%	3%	i	4%	1.1	-3%	33	31	-4%	-1.6%
O=c1[nH]c(-c2ccncc2)nc2ccccc12	3%	71%*	i	35%	1.1	-14%	0	-5	4%	-22%
CN(C1CC(C)(C)NC(C)(C)C1)S(=O)(=O)CC12CCC(CC1=O)C2(C)C (stereo not given)	3%	x	i	x	x	6%	x	x	-4%	x
COc1ccc(OC)c(C2=NOC(C(=O)Nc3c(C)n(C)n(-c4ccccc4)c3=O)C2)c1 (stereo not given)	1%	x	i	x	x	-3%	22	8	-7%	x
NC(=O)c1ccccc1NC(=O)COc1ccc(Cl)cc1	-1%	x	i	x	x	13%	x	x	-6%	x
C/C(=N\O)c1sc(-c2ccccc2)nc1C	8%	-5%	i	-6%	1.1	8%	18	12	1%	-4.7%
Cc1cc(C)nc(SCc2ccc(C(=O)N/N=C/c3ccccn3)cc2)n1	-15%	0%	i	-4%	1.2	-14%	13	-17	1%	-5.5%
O=C(NCc1ccncc1)c1ccc(Cn2cc(C(F)(F)F)ccc2=O)cc1	-15%	-17%	i	-13%	1	3%	6	4	-7%	-5.3%
COc1ccc(CSC2=NCCN2)cc1Cl	8%	-8%	i	-11%	1.1	11%	-10	4	-5%	-5.8%
CCOC(=O)/C(C#N)=C/C1=C(N2CCCC2)CC(C)(C)OC1	6%	6%	i	1%	1.1	6%	18	27	-2%	-0.7%
COc1ccc(C2/C(=C(/O)c3ccccc3)C(=O)C(=O)N2CC(C)O)c(OC)c1 (stereo not given)	5%	4%	i	11%	1	23%	0	1	-6%	-0.3%
CCCN(CC(=O)Nc1ccccc1OC)C(=O)c1cc2ccccc2o1	5%	15%	i	12%	1	-1%	18	16	-3%	-1.2%
C=CCOc1ccccc1CNCc1cccnc1	4%	8%	i	3%	1.1	6%	4	-6	-11%	-4.7%
COc1ccc(C(=O)NCCCN2CCCC2=O)cc1	6%	-7%	i	-13%	1	5%	-13	11	-3%	-6.2%
Cc1ccc(Nc2nc(N)nc(CSc3nccn3C)n2)c(C)c1	11%	6%	i	2%	1.1	5%	-8	-5	-10%	1.8%
Cc1cc(NC(=O)CSc2ccc(-c3ccccc3)nn2)no1	3%	-3%	i	2%	1	-3%	10	-11	-4%	-2.6%
Cc1ccc[n+](CC(=O)c2ccc(NC(=O)c3ccccc3)cc2)c1	7%	-11%	i	-6%	1	0%	10	15	-1%	-5.1%
CCOC(=O)NC(=S)Nc1ccc(C(C)(C)C)cc1	7%	x	i	x	x	9%	x	x	-4%	x
CCOC(=O)C(C)Sc1nnc(-c2c[nH]c3ccccc23)n1C (stereo not given)	19%	-4%	i	5%	1.1	-5%	-10	7	-4%	-1.4%
COCCN(CCOC)C(=O)c1ccc(SCc2ccc(C)cc2)c([N+](=O)[O-])c1	6%	5%	i	5%	1	-3%	5	-5	-1%	-2.2%

6 successive compounds out of the list so far:
SMILES	M1AAP inhibition	PMI inhibitors	Yfh1-off respiration	human PMI inhibitors	TNAP activators	P. falciparum M17LAP	WT yeast gro inh	WT yeast gro inh mutant strain	LYP phosphatase	XIAP displacement
COc1ccc(CSC2=NCCN2)cc1Cl	8%	-8%	i	-11%	1.1	11%	-10	4	-5%	-5.8%
CCOC(=O)/C(C#N)=C/C1=C(N2CCCC2)CC(C)(C)OC1	6%	6%	i	1%	1.1	6%	18	27	-2%	-0.7%
COc1ccc(C2/C(=C(/O)c3ccccc3)C(=O)C(=O)N2CC(C)O)c(OC)c1 (stereo not given)	5%	4%	i	11%	1	23%	0	1	-6%	-0.3%
CCCN(CC(=O)Nc1ccccc1OC)C(=O)c1cc2ccccc2o1	5%	15%	i	12%	1	-1%	18	16	-3%	-1.2%
C=CCOc1ccccc1CNCc1cccnc1	4%	8%	i	3%	1.1	6%	4	-6	-11%	-4.7%
COc1ccc(C(=O)NCCCN2CCCC2=O)cc1	6%	-7%	i	-13%	1	5%	-13	11	-3%	-6.2%

Next section
SMILES	M1AAP inhibition	PMI inhibitors	Yfh1-off respiration	human PMI inhibitors	TNAP activators	P. falciparum M17LAP	WT yeast gro inh	WT yeast gro inh mutant strain	LYP phosphatase	XIAP displacement
O=C(CCN1CCCCC1)NCNC(=O)CCN1CCCCC1	-1%	10%	i	13%	1.1	-1%	-1	-2	-4%	-1.5%
COC(=O)c1c(C)c(C)nc(N)c1C#N	7%	6%	i	0%	1.1	-75%	55	33	-8%	-7.0%
O=C(NCc1cn2ccccc2n1)c1ccc(Br)o1	3%	11%	i	7%	1.1	16%	0	-2	-5%	-2.6%
COc1ccc(OC)c(CN2C(=O)c3ccccc3C2C(=O)NCC2CCCO2)c1 (stereo not given)	5%	-2%	i	-1%	1.1	7%	5	5	-2%	1.8%
CNS(=O)(=O)c1cccc(C(=O)OCC(=O)Nc2ccc(Cl)cc2F)c1	-1%	x	i	x	x	-14%	x	x	-2%	x
CCOc1ccc(C(=O)Nc2cccc(SC)c2)cc1	6%	2%	i	5%	1.1	2%	9	-9	0%	0.3%
O=S(=O)(c1ccc(Oc2ccc(Cl)cc2)c(S(=O)(=O)N2CCCCC2)c1)N1CCCCC1	1%	5%	i	9%	1	-4%	12	14	-2%	-0.5%
COc1ccc(CN2CCN(S(=O)(=O)c3ccccc3)CC2)cc1Br	-1%	20%	i	10%	1.1	-9%	24	-1	-2%	-7.2%
Cc1ccc(-n2c(N)c(C(=O)Nc3c(C)n(C)n(-c4ccccc4)c3=O)c3nc4ccccc4nc32)cc1	-3%	24%	i	16%	1.1	-3%	20	1	4%	-6.8%
C#CCn1cc(C=C2C(=O)c3ccccc3C2=O)c2ccccc21	-4%	1%	i	8%	1	13%	14	-9	-5%	-5.5%
NC(=O)CN1CCN(C(=O)Nc2ccccc2)CC1	2%	18%	i	17%	1	2%	-11	-1	-2%	-1.4%
CCOC(=O)/C=C1\CC(=O)Nc2nonc2N1	8%	7%	i	8%	1.1	-3%	1	8	-1%	-5.4%
Cc1ccc(/C=N/NC(=O)C2(O)c3ccccc3-c3ccccc32)o1	12%	-16%	i	-17%	1.1	4%	-11	-21	-4%	-2.7%
COc1ccc(S(=O)(=O)Cc2ccc(C(=O)NC3CC3)o2)cc1	-1%	-2%	i	-1%	1.1	-9%	5	2	-10%	-0.8%
CCOc1ccc(/C=N/OCC(=O)NCc2cccs2)cc1	5%	14%	i	10%	1	-5%	-6	-10	-1%	-0.5%
Cc1nn(C)c(C)c1NC(=O)c1cc2nc(-c3ccco3)cc(C(F)(F)F)n2n1	11%	-36%	i	-48%	1	3%	-25	-3	-1%	-8.9%
S=C(Nc1cccnc1)Nc1cccc2cnccc12	0%	48%	i	0%	1	21%	14	-8	1%	-6.2%
CCOC(=O)c1cnc2c(OC)cccc2c1NCc1cccnc1	-2%	-1%	i	-3%	1.1	12%	16	6	-6%	-4.3%
Cc1ccccc1NC(=O)/C(C#N)=C\c1cn(CC(=O)O)c2ccccc12	12%	x	i	x	1.1	32%	-8	-3	2%	-5.7%
CC(C)(C)NC(=O)CSc1n[nH]c(=O)n1-c1ccccc1	-5%	8%	i	8%	1	-15%	-18	-55	-5%	-8.6%
O=C(O)C1C(=O)NCC1c1ccccc1 (stereo not given)	3%	-11%	i	-2%	1.1	-1%	1	-14	-3%	-5.0%
CCOc1cccc2cc(C(C)=O)oc12	-1%	-14%	i	-10%	0.9	2%	-14	9	-6%	-7.0%
CC(=O)Oc1ccc(OC(C)=O)c2c1CC(C)=C(C)C2	-1%	x	i	x	x	-3%	x	x	-5%	x

One compound at a time, as listed above:
Shown for COc1ccc(C(=O)NCCCN2CCCC2=O)cc1 = M1AAP inhibition = 6%; PMI inhibitors = -7%; Yfh1-off respiration = i; human PMI inhibitors = -13%; TNAP activators = 1; P. falciparum M17LAP = 5%; WT yeast gro inh = -13; WT yeast gro inh mutant strain = 11; LYP phosphatase = -3%; XIAP displacement = -6.2%
Shown for CC(C)(C)NC(=O)CSc1n[nH]c(=O)n1-c1ccccc1 = M1AAP inhibition = -5%; PMI inhibitors = 8%; Yfh1-off respiration = i; human PMI inhibitors = 8%; TNAP activators = 1; P. falciparum M17LAP = -15%; WT yeast gro inh = -18; WT yeast gro inh mutant strain = -55; LYP phosphatase = -5%; XIAP displacement = -8.6%
Shown for Nc1nc(CN2CCN(c3ccccc3F)CC2)nc(N2CCCc3ccccc32)n1 = M1AAP inhibition = 0%; PMI inhibitors = 3%; Yfh1-off respiration = i; human PMI inhibitors = 4%; TNAP activators = 1.1; P. falciparum M17LAP = -3%; WT yeast gro inh = 33; WT yeast gro inh mutant strain = 31; LYP phosphatase = -4%; XIAP displacement = -1.6%
